Insulin prom up: MIN6 insulin promoter up-regulation; hit rate 0.3% among 190,000; z-score at 5 µM; MIN6 insulin promoter-GFP reporter, high-content imaging; active compounds read high;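 active = z-score above 3 at 5 µM with at least 500 cells counted in the well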
Yfh1-depleted yeast: mitochondrial function rescue without frataxin homolog – Friedreich's ataxia, plus single-dose screen, dose response (AID 1465); S. cerevisiae Yfh1-off respiration, WST-1 reduction, 72 h; higher fold induction means a stronger effect; fold induction at 50 µM; hits with a dose series show EC50 in µM; hit rate 0.074% among 220,000;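 active = fold induction of absorbance versus untreated yeast above a set limit, then at least 30% activation at any dose in follow-up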;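 also: activators that raise dye reduction in frataxin-depleted yeast; strong numbers were not always called active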
b-catenin transl: modulators of beta-catenin nuclear translocation; hit rate 0.3% among 190,000; nuclear translocation activity, % at 5 µM; HeLa beta-catenin nuclear translocation, immunofluorescence imaging;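 active = nuclear translocation activity above 50% at 5 µM, with a well cell count of 50 or more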;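 also: per-cell ratio of nuclear to cytoplasmic median beta-catenin stain intensity; plate controls were DMSO negative control for no effect and GSK-3 inhibitor IX positive control for full effect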
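Test system: human HeLa cells, native beta-catenin. Compound dosing: 5 µM primary single dose, 0.1% DMSO, 0.02–20 µM confirmation series. Incubation: compound exposure 24 h at 37°C. Detection: beta-catenin immunostaining with DAPI counterstain, 20x imaging, 6 fields/well. Read-out basis: Nuclear/cytoplasmic beta-catenin signal ratio, % activation.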
MT stabilizer: stabilizes microtubules in HeLa cells | HeLa tubulin immunostaining HCS, 24 h; share of cells brighter than vehicle mean+2SD | % tubulin-high responders, % at 10 µM | hit rate 0.83% among 200,000 | AID 2205;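 active = plate Z-score above 3 for both tubulin-high and condensed-nucleus cell shares, with cell loss under 80%, at 10 µM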;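 also: anti alpha tubulin signal scored within the nucleus-defined area of each cell; some results filed as inactive read as strong as hits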
Autophagy HCS: autophagy modulation, high-content screen; MEF GFP-LC3 puncta imaging; test concentration mostly 10 µM; calls only at 10 µM (by protocol); hit rate 0.98% among 190,000; AID 463193;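 active = percentage of spot-positive cells more than 3 SD above its plate mean, without a fluorescence outlier flag or 80% toxicity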;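 also: spot-positive cell cutoff set from DMSO-treated cells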
WT yeast gro inh: growth inhibition of WT yeast, mitochondrial fusion screen. mitochondrial fusion phenotypic screen, WT strain. inhibition, % at 10 µM. hit rate 2.1% among 190,000; in the data active = inhibition above about 58%; tested in S. cerevisiae
human PMI inhibitors: MPI inhibition at elevated mannose 6-phosphate – biochemical, fluorescence intensity, high mannose 6-phosphate, primary screen (AID 1220). recombinant PMI enzyme, coupled fluorescence intensity; higher % means a stronger effect. one-dose inhibition, % at 20 µM; IC50 in µM for titrated hits. hit rate 0.66% among 190,000
Dynein transport: dynein cargo transport inhibition | 3617.4 mouse cells, GR-EGFP nuclear translocation imaging; test concentration mostly 20 µM; stimulated with dexamethasone, 1 µM; active compounds read low | z-score, hits read low | hit rate 0.47% among 220,000 | AID 1381;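 active = plate z-score of nuclear minus cytoplasmic receptor signal below a set negative limit, without overly bright fluorescence or cell loss, cut at about -3.5 in these data, passing the limit was not always enough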;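 also: z-score of nuclear minus cytoplasmic ring GR-EGFP intensity difference per well; some compounds called inactive have numbers as strong as hits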
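Schedule: 48 h induction, then 1 h compound, then 30 min agonist, 37 °C. Buffer or medium: tetracycline-free induction medium containing charcoal-stripped FBS. Reagent: 1.0 µM final dexamethasone stimulus. Evaluation: nuclear versus cytoplasmic GR-EGFP signal, averaged per well. Signal: high-content fluorescence imaging after fixation.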
human PMI inhibition: MPI enzyme activity inhibition – biochemical, fluorescence intensity, coupled assay, primary screen (AID 1209). purified PMI enzyme, coupled fluorescence intensity; higher % means a stronger effect. inhibition, % at 20 µM, or IC50 in µM where a hit was titrated. hit rate 0.42% among 190,000;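 also: plate controls were DMSO vehicle for no effect and wells lacking substrate for full effect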
WT yeast gro inh mutant strain: also measured in WT yeast gro inh; calls as there; inhibition, %; mitochondrial fusion phenotypic screen, mutant strain inhibition
Dynein transport cytoplasmic EGFP: recorded beside Dynein transport, whose call it bears; z-score; measured here: cytoplasmic GR-EGFP intensity; active compounds read high
Dynein transport nuclear GR-EGFP: second read-out of Dynein transport, no call of its own (marks repeat the call); z-score; measured here: nuclear GR-EGFP intensity;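 lower value marks the stronger effect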
Dynein transport cell count: second read-out of Dynein transport, no call of its own (marks repeat the call); z-score; measured here: cell count per field
Insulin prom up cell count: recorded beside Insulin prom up, whose call it bears; cell count; measured here: cytotoxicity, nuclei count;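 total cells summed across four imaged fields per well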
b-catenin transl cell count 5 µM: recorded beside b-catenin transl, whose call it bears; cell count; measured here: cell count, cytotoxicity flag
MT stabilizer Hoechst-high %: recorded beside MT stabilizer, whose call it bears; % Hoechst-high responders; measured here: nuclear condensation Hoechst responders;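 share of cells brighter than vehicle mean plus two SD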
MT stabilizer cytotoxicity %: further read-out of MT stabilizer, marked with its call; toxicity, %; measured here: cytotoxicity by cell density;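 0% = mean cell density of plate MIN control wells and 100% = no cells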
Autophagy HCS cell loss 18 h: also measured in Autophagy HCS; calls as there; toxicity, %; measured here: cell loss, nuclei count;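 cell loss after 18 h compound exposure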
Active calls of the source: *; i = inactive; . = no result given. Rule as the data show it, unless noted: active = inhibition above about 50%; inactive = the rest.

1. CCOC(=O)c1cc2c(ccn2C)n1CC(=O)N(Cc1ccccc1)c1ccccc1
2. O=C(NCC1CCCO1)c1ccc(S(=O)(=O)N2CCCCC2)cc1 (stereo unspecified)
3. CC(=O)C1=C(C)NC(=O)NC1c1ccccc1OCC(=O)NCCc1ccccc1 (stereo unspecified)
4. Fc1ccc2nc(N3CCCCC3)sc2c1
5. CN(c1cccc(NC(=O)Cc2ccccc2)c1)S(C)(=O)=O
6. Cc1cc(SCC(=O)c2cccs2)n2nc(C)c(-c3ccc(Cl)cc3)c2n1
7. C[C@@]12CC(=O)NC1N(C(=O)c1cccc(C(F)(F)F)c1)C(c1ccccc1O)C2 (stereo partly specified)
8. COC(=O)C1=C(N)N(c2ccc(F)cc2)C2=C(C(=O)CCC2)C1c1ccc2c(c1)OCO2 (stereo unspecified)

screen / no.	1	2	3	4	5	6	7	8
Insulin prom up	0.1	-0.35	.	-0.4	-0.3	-0.24	-1.6	-0.83
Insulin prom up cell count	1381	1223	.	785	1206	1174	962	1248
Yfh1-depleted yeast	i	i	i	i	i	i	i	.
b-catenin transl	-3.4	-1.1	.	-1.5	0.4	-0.3	-1.7	0.7
b-catenin transl cell count 5 µM	1087	1164	.	1135	830	909	1234	1063
MT stabilizer	1.0	3.1	1.7	1.3	3.0	2.6	1.3	3.6
MT stabilizer Hoechst-high %	2.6	1.7	1.5	1.4	2.0	4.8	1.4	3.4
MT stabilizer cytotoxicity %	13.8	6.3	7.3	2.8	3.8	0.1	5.0	4.4
Autophagy HCS	i	i	i	i	i	i	i	i
Autophagy HCS cell loss 18 h	-27.2	4.5	1.6	-4.2	-10.0	5.8	2.3	3.2
WT yeast gro inh	38.4	-15.7	-6.2	-7.1	-5.1	0.7	4.0	7.4
WT yeast gro inh mutant strain	-4.9	-16.8	-1.1	2.6	10.5	8.1	-2.6	3.7
human PMI inhibitors	11.3%	0.3%	1.5%	-7.0%	4.2%	-2.6%	0.1%	5.9%
Dynein transport	0.247	-1.31	-0.947	0.831	0.0142	0.154	-0.0708	1.44
Dynein transport cytoplasmic EGFP	0.11	-0.239	-0.016	-0.225	0.843	-0.231	-0.00853	-0.21
Dynein transport nuclear GR-EGFP	0.509	-0.668	-0.274	0.744	0.446	0.338	0.295	0.718
Dynein transport cell count	-0.739	-0.0606	0.89	-0.862	1.49	0.404	-0.215	0.43
human PMI inhibition	13.6%	3.9%	4.7%	-13.7%	10.9%	-6.0%	0.2%	7.6%

9. CCCC1Cc2c(sc(NC(=S)NC(=O)c3ccccc3)c2C#N)CO1 (stereo unspecified)
10. O=C(CSCc1ccccc1)N/N=C/c1ccccc1OCc1ccccc1
11. Cc1ccc(-n2c(O)c(C=Nc3cc(C)on3)c3ccccc3c2=O)c(C)c1
12. CCCc1sc(N)nc1-c1ccc(Cl)cc1
13. O=C(NNS(=O)(=O)c1ccccc1)C(O)(c1ccccc1)c1ccccc1
14. Cc1cc(OCC(=O)N(C(C)C)C(C)C)ccc1Cl
15. COc1ccc(-c2cc(C(F)(F)F)nc(NCc3cccs3)n2)cc1
16. COCC(C)N=C1NN=C(c2ccc(NC(C)=O)cc2)CS1 (stereo unspecified)

screen / no.	9	10	11	12	13	14	15	16
Insulin prom up	-0.22	0.4	-0.96	-1.24	-0.02	0.97	-0.66	0.12
Insulin prom up cell count	1492	1427	918	1589	1391	1458	1296	1467
Yfh1-depleted yeast	i	i	i	i	i	i	i	i
b-catenin transl	0.3	-1.5	-0.8	-2.1	-0.3	1.7	0.9	-1.0
b-catenin transl cell count 5 µM	1187	1269	982	1177	510	906	548	1102
MT stabilizer	8.8	2.5	4.6	6.0	2.4	1.6	3.0	1.6
MT stabilizer Hoechst-high %	7.3	1.6	2.9	1.9	1.4	0.9	2.1	1.6
MT stabilizer cytotoxicity %	16.7	9.4	11.1	9.2	13.9	5.7	9.5	2.4
Autophagy HCS	i	i	i	i	i	i	i	i
Autophagy HCS cell loss 18 h	16.6	30.3	1.2	-5.5	-6.6	17.0	-4.4	-4.1
WT yeast gro inh	25.2	43.9	14.6	69.0*	-6.2	3.3	15.7	-9.6
WT yeast gro inh mutant strain	-3.2	-19.0	6.6	57.4*	-15.2	6.1	4.2	-3.1
human PMI inhibitors	11.6%	-4.4%	17.6%	13.7%	-3.3%	-2.8%	7.5%	-22.6%
Dynein transport	0.483	0.0997	-0.436	0.134	0.181	-0.534	-0.745	-1.61
Dynein transport cytoplasmic EGFP	-0.211	-0.0703	-0.314	-0.253	0.269	-0.3	-0.33	-0.213
Dynein transport nuclear GR-EGFP	0.39	0.794	-0.394	0.13	0.291	-0.0775	-0.678	-0.689
Dynein transport cell count	-0.595	0.689	0.298	-0.0798	0.0619	0.557	1.19	0.838
human PMI inhibition	11.2%	1.7%	15.5%	16.7%	-12.8%	-0.9%	7.0%	-18.0%

Reprinted at random: 2 compounds from above, in no set order.
11. Cc1ccc(-n2c(O)c(C=Nc3cc(C)on3)c3ccccc3c2=O)c(C)c1
9. CCCC1Cc2c(sc(NC(=S)NC(=O)c3ccccc3)c2C#N)CO1 (stereo unspecified)

screen / no.	11	9
Insulin prom up	-0.96	-0.22
Insulin prom up cell count	918	1492
Yfh1-depleted yeast	i	i
b-catenin transl	-0.8	0.3
b-catenin transl cell count 5 µM	982	1187
MT stabilizer	4.6	8.8
MT stabilizer Hoechst-high %	2.9	7.3
MT stabilizer cytotoxicity %	11.1	16.7
Autophagy HCS	i	i
Autophagy HCS cell loss 18 h	1.2	16.6
WT yeast gro inh	14.6	25.2
WT yeast gro inh mutant strain	6.6	-3.2
human PMI inhibitors	17.6%	11.6%
Dynein transport	-0.436	0.483
Dynein transport cytoplasmic EGFP	-0.314	-0.211
Dynein transport nuclear GR-EGFP	-0.394	0.39
Dynein transport cell count	0.298	-0.595
human PMI inhibition	15.5%	11.2%

Remaining list, next part:
17. O=C1CCCC(O)=C1C=NCc1ccccc1
18. Cc1ccc2c(c1)N(CC(=O)c1cccc(Cl)c1)C(=O)C(C)O2 (stereo unspecified)
19. OC(CNCCc1ccccc1)COc1ccc(OCC(O)CNCCc2ccccc2)cc1 (stereo unspecified)
20. O=[N+]([O-])c1ccccc1/C=N/N1CCN(c2ccccn2)CC1
21. CCn1c(=O)c(C)nn2c3ccccc3nc12
22. O=C(O)C1C2C=CC3(CN(Cc4ccco4)C(=O)C13)O2 (stereo unspecified)
23. O=C(CCN1CCN(CCO)CC1)Nc1ccc(F)c(F)c1
24. CCOc1ccc2oc(C(=O)Nc3ccc(N4CCOCC4)cc3)c(C)c2c1

screen / no.	17	18	19	20	21	22	23	24
Insulin prom up	0.25	-0.6	-0.23	-0.05	-0.31	0.03	0.73	-0.27
Insulin prom up cell count	1452	1151	1346	1499	1044	941	1344	1329
Yfh1-depleted yeast	i	i	i	i	i	i	i	i
b-catenin transl	0.3	-5.6	14.4	-1.2	1.3	.	-3.2	0.8
b-catenin transl cell count 5 µM	1479	974	847	948	1121	.	1067	1170
MT stabilizer	1.3	2.6	.	3.3	6.8	3.5	3.0	2.5
MT stabilizer Hoechst-high %	1.7	1.0	.	1.5	3.0	5.2	2.4	1.2
MT stabilizer cytotoxicity %	11.3	6.9	.	6.0	7.4	4.6	7.5	7.4
Autophagy HCS	i	i	.	i	i	i	i	i
Autophagy HCS cell loss 18 h	-29.3	-4.5	.	5.2	10.5	12.9	2.1	-11.8
WT yeast gro inh	0.3	-12.2	.	-11.3	-20.5	12.7	-7.3	6.8
WT yeast gro inh mutant strain	9.8	-5.4	.	-6.8	-12.3	12.5	-4.2	3.2
human PMI inhibitors	-2.2%	3.9%	.	8.5%	4.1%	-5.8%	-5.1%	0.4%
Dynein transport	0.102	-0.549	5.19	-0.327	0.776	-0.7	-1.1	-0.122
Dynein transport cytoplasmic EGFP	-0.234	0.112	0.126	-0.205	-0.215	0.0957	-0.205	-0.133
Dynein transport nuclear GR-EGFP	0.325	0.065	2.47	0.246	0.828	-0.187	-0.445	0.333
Dynein transport cell count	-0.267	0.854	-1.24	0.514	-0.409	0.0174	0.5	1.22
human PMI inhibition	-6.6%	-1.5%	.	8.4%	7.1%	-8.1%	-5.5%	9.1%

25. O=C(CC1C(=O)NC2CCCCC2N1C(=O)c1ccc(F)cc1)Nc1ccccc1 (stereo unspecified)
26. CCOc1cccc(OCCCCn2ccnc2)c1
27. Cc1ccc(C)c2[nH]c(=O)c(CN(CCN3CCCC3)C(=O)Nc3ccc(F)cc3)cc12
28. C=CCNC(=O)c1ccncc1
29. CCOC(=O)c1c(C)[nH]c(C)c1C(=O)COC(=O)c1cc(OC)c(OC)cc1OC

screen / no.	25	26	27	28	29
Insulin prom up	.	0.78	.	0.24	-0.9
Insulin prom up cell count	.	1864	.	1264	1291
Yfh1-depleted yeast	i	i	i	i	i
b-catenin transl	-2.4	2.1	-0.1	-7.7	-3.5
b-catenin transl cell count 5 µM	1241	1006	1195	990	1050
MT stabilizer	2.9	2.1	3.7	4.3	3.7
MT stabilizer Hoechst-high %	2.0	1.9	2.2	2.8	2.5
MT stabilizer cytotoxicity %	4.1	0.9	5.9	10.1	22.3
Autophagy HCS	i	i	i	i	i
Autophagy HCS cell loss 18 h	-3.8	-11.3	4.1	10.5	-0.8
WT yeast gro inh	6.7	3.6	9.7	-6.7	-7.3
WT yeast gro inh mutant strain	-46.6	6.9	8.5	1.9	-8.5
human PMI inhibitors	-2.1%	11.3%	3.8%	5.7%	-12.7%
Dynein transport	-0.198	-0.659	-0.942	-0.944	-0.284
Dynein transport cytoplasmic EGFP	-0.178	-0.253	-0.389	-0.284	-0.349
Dynein transport nuclear GR-EGFP	-0.0976	-0.336	-0.365	-0.702	0.28
Dynein transport cell count	0.541	0.482	0.636	1.05	0.357
human PMI inhibition	0.9%	12.8%	2.1%	5.7%	-12.1%
